# Screens: PubChem BioAssay, several laboratories
# PHOSPHO1 inh: PubChem AID 1565 | Phosphoethanolamine/phosphocholine phosphatase (Homo sapiens), Q8TCT1 | recombinant PHOSPHO1, absorbance phosphatase assay | inhibition, % at 13.3 µM | actives 1.1% (n = 290,000); in the data active = inhibition above about 60%
# MEKK2mut PB1 HTS: MEK5 binding signal on mutant MEKK2 PB1, primary screen, biochemical, multiplex bead flow cytometry, Alexa488-MEK5; Alexa488-MEK5 binding to MEKK2 mutant; percent response, % at 10 µM; actives 0.35% (n = 290,000); AID 1530, 2009; in the data active = percent response above about 24%, passing the limit was not always enough; also: inactives centre near 1; some results filed as inactive read as strong as hits; reference of the scale not given here
# OXTR ag: human OXTR agonists, primary screen, fluorescence, CHO-OTR cells, Fluo-8 calcium; Fluo-8 calcium fluorescence; normalized: DMSO 0%, oxytocin 100%; activation, % at 3 µM; actives 0.32% (n = 320,000);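 active = activation above the mean of all tested compounds plus 3 SD, cutoff set per screening run, cut at about 20% in these data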;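 also: peak over basal fluorescence ratio from a 100 s FLIPR kinetic read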
# Target sequence (P30559 whole entry, looked up): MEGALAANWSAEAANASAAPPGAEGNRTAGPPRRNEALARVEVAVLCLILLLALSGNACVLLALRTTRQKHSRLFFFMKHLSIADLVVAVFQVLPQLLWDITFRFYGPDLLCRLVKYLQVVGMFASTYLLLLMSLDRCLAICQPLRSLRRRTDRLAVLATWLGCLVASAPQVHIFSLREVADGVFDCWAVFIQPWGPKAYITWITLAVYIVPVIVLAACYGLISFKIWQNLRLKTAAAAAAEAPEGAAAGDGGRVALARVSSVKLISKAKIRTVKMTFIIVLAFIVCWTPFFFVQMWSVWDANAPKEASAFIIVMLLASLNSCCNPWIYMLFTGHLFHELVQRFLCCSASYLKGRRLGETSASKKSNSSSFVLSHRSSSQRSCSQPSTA
# MEKK2 WT-MEK5: modulators of MEK5 binding to wildtype MEKK2, primary screen, biochemical, multiplex bead flow cytometry, Alexa488-MEK5 | Mitogen-activated protein kinase kinase kinase 2 (Homo sapiens), Q9Y2U5 | AID 1531, 2009 | actives 1.1% (n = 290,000) | Alexa488-MEK5 binding to MEKK2 WT; actives lie on both sides | binding response (% of control), % at 10 µM; in the data active = binding response below about 67% or above about 130%
# MEKK3 PB1 HTS: modulators of MEKK3-MEK5 PB1 binding, primary screen, biochemical, wildtype MEKK3, multiplex bead flow cytometry, Alexa488-MEK5; Mitogen-activated protein kinase kinase kinase 3 (Homo sapiens), Q99759; bead-based flow cytometry, Alexa488-MEK5 binding to MEKK3; actives lie on both sides; 0 = blocked by unlabeled MEK5, 100 = vehicle; binding response (% of control), % at 10 µM; actives 1.4% (n = 290,000);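 active = binding response more than 3 SD above or below the average of its plate-row segment, actives on both sides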;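 also: Alexa488 bead fluorescence after subtracting the streptavidin-only scavenger bead signal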
# Target sequence (Q99759 whole entry, looked up): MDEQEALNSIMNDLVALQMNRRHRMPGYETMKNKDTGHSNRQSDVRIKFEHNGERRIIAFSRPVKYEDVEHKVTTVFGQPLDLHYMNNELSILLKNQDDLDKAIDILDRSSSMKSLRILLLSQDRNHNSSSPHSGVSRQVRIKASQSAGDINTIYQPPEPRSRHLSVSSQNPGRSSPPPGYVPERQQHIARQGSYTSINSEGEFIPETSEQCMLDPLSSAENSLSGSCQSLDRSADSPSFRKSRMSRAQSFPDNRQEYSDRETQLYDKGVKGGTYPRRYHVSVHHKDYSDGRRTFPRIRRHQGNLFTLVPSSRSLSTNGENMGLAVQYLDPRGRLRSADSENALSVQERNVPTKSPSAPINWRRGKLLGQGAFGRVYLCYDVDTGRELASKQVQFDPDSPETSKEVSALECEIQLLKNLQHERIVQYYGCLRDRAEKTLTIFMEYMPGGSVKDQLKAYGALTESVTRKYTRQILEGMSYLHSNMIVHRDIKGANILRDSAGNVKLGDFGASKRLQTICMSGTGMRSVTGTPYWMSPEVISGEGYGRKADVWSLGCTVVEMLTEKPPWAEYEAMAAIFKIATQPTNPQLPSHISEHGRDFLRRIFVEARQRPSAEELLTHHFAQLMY
# FID counter: compounds displacing fluorescent DNA intercalator, primary screen, artefact control for HCV NS3 helicase inhibitor project, biochemical, FID fluorescence; inhibition, % at 7.9 µM; DNA fluorescent intercalator displacement; AID 1845, 2009; actives 0.17% (n = 290,000); in the data active = inhibition above about 37%;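 also: 0% = vehicle and 100% = reference compound; higher means more ethidium bromide displaced from hairpin DNA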
# NALP1 inh: NALP1 inflammasome inhibitors in reconstituted yeast, colorimetric, S. cerevisiae, triplicate retest | AID 2071, 2009 | actives 0.61% (n = 280,000) | S. cerevisiae NALP1/ASC/caspase-1 growth, X-gal OD620, 72 h | inhibition, % at 10 µM; in the data active = inhibition mostly above about 24%, no sharp cut-off; inactive = mostly below about 32%; also: some compounds called inactive have numbers as strong as hits
# M18AAP inhibitor: PfM18AAP inhibitors, malaria aminopeptidase, primary screen, biochemical, QFRET, recombinant enzyme; M18 aspartyl aminopeptidase (Plasmodium falciparum 3D7); H-Glu-NHMec fluorogenic cleavage; inhibition, % at 7.35 µM; actives 1.2% (n = 290,000);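 active = inhibition above the campaign mean inhibition over all tested compounds plus 3 SD, cut at about 28% in these data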;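 also: 0% = plate median of test compound wells and 100% = 2 mM ZnCl2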
# GPR7 antag: GPR7 receptor antagonists, primary screen, cell-based, fluorescence, single concentration | Neuropeptides B/W receptor type 1 (Homo sapiens), P48145 | GPR7-expressing cells, fluorescence antagonist assay | inhibition, % at 4.4 µM | actives 1.1% (n = 290,000) | AID 1861, 2009; in the data active = inhibition above about 16%, passing the limit was not always enough;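 also: cells stimulated with the agonist NPW; 0% = agonist with vehicle and 100% = vehicle without agonist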
# Active calls of the source: *; nt = no result given; [ ] = dose if it differs, or a comment.
(1) C=CCn1c(Cc2ccc(OC)cc2)nnc1SCc1nc2ccccc2c(=O)[nH]1
(2) Cc1ccc(OC(=O)c2cccc(S(=O)(=O)N(C)C)c2)c(-n2nc3ccccc3n2)c1
(3) Brc1ccc(OCc2nnc3n2CCC3)cc1
(4) COC(=O)c1ccc(/C=N/Nc2nc(-c3ccccc3)cs2)cc1
(5) CN1CCN(c2ccc(CNC(=O)c3cc4ccccc4o3)cc2)CC1
(6) Cc1ccc(N2C(=O)N3[C@H](c4ccc(F)cc4)[C@@H]4C(=O)N(C5CCCCC5)C(=O)[C@@H]4[C@]3(C)C2=O)cc1
(7) COc1cccc(S(=O)(=O)Nc2cccc(C(=O)N3CCOCC3)c2)c1
(8) COCCNS(=O)(=O)c1ccc2c(c1)Cc1cc(S(=O)(=O)NCCOC)ccc1-2
entry no.,1,2,3,4,5,6,7,8
NALP1 inh,2,30,8,-2,15,16,4,nt
MEKK2mut PB1 HTS,3,-8,-1,0,0,1,4,4
MEKK2 WT-MEK5,107,88,99,100,104,112,89,113
GPR7 antag,-17,-1,-10,-3,-9,-5,-13,-1
OXTR ag,0.0,0.9,-0.5,1.1,1.6,-0.6,0.4,2.0
FID counter,-25,-12,-5,-5,6,-36,2,-15
PHOSPHO1 inh,9,4,-14,4,-1,15,-4,nt
M18AAP inhibitor,-4,-7,1,9,-4,1,0,4
MEKK3 PB1 HTS,106,93,102,109,96,105,88,107

(9) C[N+](C)(C)CCCCCCCCCC[N+](C)(C)C
(10) CC(C)C(=O)Nc1nnc(CCc2nnc(NC(=O)C(C)C)s2)s1
(11) CCOc1ccc2nc(N(CCN(CC)CC)C(=O)c3cccc([N+](=O)[O-])c3)sc2c1
(12) COc1cc(CNn2cn[nH]c2=S)ccc1OCC(=O)NC(C)(C)C
(13) CN(C)S(=O)(=O)Oc1ccc(Cl)cc1C(=O)Nc1ccc(F)cc1F
(14) O=C(CSc1nc2ccccc2[nH]1)NC1CCS(=O)(=O)C1 (stereo unspecified)
(15) O=C(CCS(=O)(=O)Cc1ccccc1)N1CCc2ccccc2C1
(16) CCCCn1c(SCC(=O)Nc2nc(C)cs2)nnc1-c1cccnc1
entry no.,9,10,11,12,13,14,15,16
NALP1 inh,28,-51,-14,7,16,0,7,9
MEKK2mut PB1 HTS,6,2,5,1,0,-3,7,-41
MEKK2 WT-MEK5,94,105,110,94,99,98,97,1.0*[inhibitor]
GPR7 antag,-11,13,-14,-17,-8,2,-7,-2
OXTR ag,0.1,-0.4,0.5,0.3,-2.8,1.3,1.3,nt
FID counter,11,-1,6,-16,-3,1,-11,-29
PHOSPHO1 inh,-11,11,-17,-70,35,1,-11,-16
M18AAP inhibitor,-9,2,-5,8,-6,-12,0,-6
MEKK3 PB1 HTS,94,102,104,96,102,97,99,1.0*[inhibitor]

(17) C#CC[N+]1(CC#Cc2ccc(C)cc2)CCCCC1
(18) Cn1ccnc1SCC(=O)c1ccc(Cl)cc1
(19) O=S(=O)(c1ccc(Br)s1)N1CCN(Cc2ccc3c(c2)OCO3)CC1
(20) CN1CCc2c(sc3c2C(=O)NC(c2ccccn2)N3)C1 (stereo unspecified)
(21) CC1CC(C)CN(c2oc(-c3ccco3)nc2C#N)C1 (stereo unspecified)
(22) Fc1ccccc1NC(=S)N1CCN(Cc2ccccc2)CC1
(23) O=C1N=C(N2CCN(c3ccccc3)CC2)S/C1=C\c1ccco1
(24) NC(=O)CSc1nc2scc(-c3ccco3)c2c(=O)n1-c1ccccc1
entry no.,17,18,19,20,21,22,23,24
NALP1 inh,30,2,14,-58,16,33,16,14
MEKK2mut PB1 HTS,0,1,6,0,nt,2,-2,-3
MEKK2 WT-MEK5,111,102,104,101,nt,106,99,95
GPR7 antag,-6,-10,3,-8,-3,-7,-7,-12
OXTR ag,-0.6,-1.0,-1.6,2.1,-3.2,0.8,-0.4,2.6
FID counter,2,0,-8,-2,-4,-5,-34,-14
PHOSPHO1 inh,-4,-5,16,11,-13,-24,-47,28
M18AAP inhibitor,0,-4,-1,13,-2,-3,8,-6
MEKK3 PB1 HTS,102,102,107,98,nt,139*,101,95

# Marked active in MEKK3 PB1 HTS (from the list above):
nr	Structure	NALP1 inh	MEKK2mut PB1 HTS	MEKK2 WT-MEK5	GPR7 antag	PHOSPHO1 inh	M18AAP inhibitor	MEKK3 PB1 HTS
16	CCCCn1c(SCC(=O)Nc2nc(C)cs2)nnc1-c1cccnc1	9	-41	1.0*[inhibitor]	-2	-16	-6	1.0*[inhibitor]
22	Fc1ccccc1NC(=S)N1CCN(Cc2ccccc2)CC1	33	2	106	-7	-24	-3	139*

# (list continues)
(25) COc1ccc(Br)cc1CNC(=O)CCC(=O)n1nc(C)c2ccccc21
(26) Cc1nn2c(-c3ccccc3)ccnc2c1-c1ccccc1
(27) COc1ccc(NC(=O)CSc2nccn2Cc2ccc(F)cc2)cc1
(28) Cc1c(Cl)cccc1NC(=O)c1ccccc1-c1ccccc1C(=O)O
(29) CN(CCCC(=O)O)S(=O)(=O)c1ccc2c(c1)C(=O)c1cc(S(=O)(=O)N(C)CCCC(=O)O)ccc1-2
(30) COC(=O)Oc1ccc(/C=N/NS(=O)(=O)c2ccccc2)cc1OC
(31) CC(C)(C)OC(=O)N1CCC[C@H]1C(=O)Nc1ccc(S(=O)(=O)C(F)F)cc1
(32) COCCn1c(=O)[nH]c2cc(C(=O)Nc3cccc(F)c3)ccc2c1=O
entry no.,25,26,27,28,29,30,31,32
NALP1 inh,9,1,-2,1,18,6,36,3
MEKK2mut PB1 HTS,2,1,3,2,2,2,-8,0
MEKK2 WT-MEK5,101,101,106,102,109,102,98,94
GPR7 antag,1,6,7,-17,-10,-11,34,-1
OXTR ag,-1.1,-1.3,-0.2,2.3,0.8,-1.0,-0.3,0.9
FID counter,-35,-5,-19,-20,-29,-8,-18,-2
PHOSPHO1 inh,23,-7,-12,50,19,19,33,7
M18AAP inhibitor,3,3,-8,1,-1,4,-6,0
MEKK3 PB1 HTS,100,103,103,108,109,101,99,96

(33) COc1ccc(N(CC(=O)NCc2ccccc2C)S(=O)(=O)c2ccccc2[N+](=O)[O-])c(OC)c1
(34) O=C(NCCc1ccc(Cl)cc1)c1ccc(Br)s1
(35) COCCCN(C(=S)Nc1cc(Cl)cc(Cl)c1)C(C)c1ccncc1 (stereo unspecified)
(36) COc1ccc(C2=NOC(C(=O)NCc3cccnc3)C2)cc1 (stereo unspecified)
(37) CCOc1ccc(OCC(=O)Nc2ccccc2C(F)(F)F)cc1
(38) Cc1ccc(Cn2cccc2/C=C2/C(=N)N3C=CSC3=NC2=O)cc1
(39) O=C(c1cccc(Br)c1)N1CCN(c2cnn(-c3ccccc3)c(=O)c2Cl)CC1
(40) O=C(/C=C/c1ccccc1)N1CCN(CCN2C(=O)c3cccc4cccc(c34)C2=O)CC1
entry no.,33,34,35,36,37,38,39,40
NALP1 inh,4,9,68*,5,8,12,-17,15
MEKK2mut PB1 HTS,-6,-8,-1,6,3,-1,-19,3
MEKK2 WT-MEK5,91,94,99,108,102,106,83,111
GPR7 antag,14,-18,12,-7,-5,-11,18,-5
OXTR ag,-2.7,-0.9,4.7,0.7,-2.9,-1.3,-1.3,-2.2
FID counter,-17,-8,5,-4,-11,-6,-28,-9
PHOSPHO1 inh,24,-24,-24,52,41,-11,-11,-21
M18AAP inhibitor,-5,0,18,2,5,0,3,5
MEKK3 PB1 HTS,97,98,112,104,102,106,79,104

# From no. 39 to 40, as listed above:
(39) O=C(c1cccc(Br)c1)N1CCN(c2cnn(-c3ccccc3)c(=O)c2Cl)CC1
(40) O=C(/C=C/c1ccccc1)N1CCN(CCN2C(=O)c3cccc4cccc(c34)C2=O)CC1
entry no.,39,40
NALP1 inh,-17,15
MEKK2mut PB1 HTS,-19,3
MEKK2 WT-MEK5,83,111
GPR7 antag,18,-5
OXTR ag,-1.3,-2.2
FID counter,-28,-9
PHOSPHO1 inh,-11,-21
M18AAP inhibitor,3,5
MEKK3 PB1 HTS,79,104

# Later entries
(41) Cc1ccc(C)c(NC(=S)N(CCc2ccncc2)C(C)C)c1
(42) CCNS(=O)(=O)c1ccc(S(=O)(=O)N(Cc2ccccn2)C2CCCCC2)cc1
(43) COn1c(=O)c(=O)n(O)c2ccccc21
(44) CC(C)c1cc(=O)[nH]c(SCC(=O)NC2CCCC2)n1
(45) COC(=O)C1CCN(C(=O)NC(C)(C)C)CC1
(46) FCCCOc1ccc(-c2ccnc3ncnn23)cc1
(47) CSc1ncccc1C(=O)N(C)CC(=O)Nc1ccc(Cl)cc1
(48) CC(C)NC(=O)[C@H](CSCc1ccccc1)N1Cc2ccccc2C1=O
entry no.,41,42,43,44,45,46,47,48
NALP1 inh,9,nt,8,10,13,13,4,30
MEKK2mut PB1 HTS,3,6,13,7,2,-1,2,-4
MEKK2 WT-MEK5,103,106,110,105,103,100,101,100
GPR7 antag,-19,-10,-9,-7,2,-12,-12,-4
OXTR ag,0.7,0.8,0.5,-0.4,0.3,-2.1,1.4,-1.2
FID counter,-1,-6,4,-8,-2,1,-14,-20
PHOSPHO1 inh,-4,13,14,4,22,41,32,-11
M18AAP inhibitor,6,-4,-7,4,-2,4,-1,0
MEKK3 PB1 HTS,105,103,105,104,99,99,102,103

# Arranged by value in M18AAP inhibitor (lowest first): 3 of the compounds above
nr | smiles | M18AAP inhibitor
43 | COn1c(=O)c(=O)n(O)c2ccccc21 | -7
42 | CCNS(=O)(=O)c1ccc(S(=O)(=O)N(Cc2ccccn2)C2CCCCC2)cc1 | -4
41 | Cc1ccc(C)c(NC(=S)N(CCc2ccncc2)C(C)C)c1 | 6

# (cont.)
(49) CCCc1cc(N2CCCC(C(=O)NCC)C2)n2ncnc2n1 (stereo unspecified)
(50) COCC(C)N=C1NN=C(c2cccs2)C(CC(=O)O)S1 (stereo unspecified)
(51) CCN(Cc1ccccc1)C(c1ccc(C)cc1)c1nnnn1C(C)(C)CC (stereo unspecified)
(52) COC(=O)C1=CN(Cc2ccc(OC)c(OC)c2)C=C(C(=O)OC)C1c1cccs1
(53) O=C(Nc1ccnn1C1CCN(C(=O)c2ccc(C(F)(F)F)cc2)CC1)C1CC1
(54) Cn1c(=O)n(C)c2cc(/C=C(/C#N)C(=O)NCc3ccco3)ccc21
(55) COc1ccccc1OCCNC(=O)c1cccs1
(56) Cn1c(=O)n(-c2ccc(Cl)cc2)c(=O)c2c3c(sc21)COC(C)(C)C3
(57) COCCCn1c(C(=O)NCCC2=CCCCC2)cc2c(=O)n3cccc(C)c3nc21
(58) COc1ccc(-n2cc(CNCCc3ncc(C)[nH]3)c(-c3ccccc3Cl)n2)cc1
(59) COc1cc2oc3ccccc3c(=O)c2cc1OC
entry no.,49,50,51,52,53,54,55,56,57,58,59
NALP1 inh,15,28,3,-2,-9,12,5,-8,7,-4,10
MEKK2mut PB1 HTS,8,0,11,9,1,-8,3,-5,2,-5,2
MEKK2 WT-MEK5,113,95,106,106,96,97,101,94,102,153*,106
GPR7 antag,11,3,-10,-7,-2,-5,6,-9,-11,13,7
OXTR ag,-0.3,0.0,-1.6,nt,-0.1,-0.9,-0.7,-0.9,0.1,1.5,-2.2
FID counter,-1,-5,-23,-28,-20,1,-3,-9,-20,34,-22
PHOSPHO1 inh,-47,6,18,36,47,33,-42,38,51,-17,-18
M18AAP inhibitor,-9,5,-3,9,-5,-4,2,-19,2,-2,6
MEKK3 PB1 HTS,111,103,107,101,98,100,98,94,105,104,101
